Screening results deposited in PubChem BioAssay by several laboratories.
TRPML3 ag = activates the human TRPML3 channel. Q8TDD5. HEK293 TRPML3-YFP, Fluo-8 calcium fluorescence; 100% = the carbachol control signal. activation, % at 3 µM. 0.29% of 220,000 active;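 active = activation above its plate's cutoff, the mean activation of the plate's test wells plus 3 SD, cut at about 12% in these data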;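 note: 0% = DMSO only wells and 100% = carbachol wells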
Target sequence (Q8TDD5 whole entry, looked up): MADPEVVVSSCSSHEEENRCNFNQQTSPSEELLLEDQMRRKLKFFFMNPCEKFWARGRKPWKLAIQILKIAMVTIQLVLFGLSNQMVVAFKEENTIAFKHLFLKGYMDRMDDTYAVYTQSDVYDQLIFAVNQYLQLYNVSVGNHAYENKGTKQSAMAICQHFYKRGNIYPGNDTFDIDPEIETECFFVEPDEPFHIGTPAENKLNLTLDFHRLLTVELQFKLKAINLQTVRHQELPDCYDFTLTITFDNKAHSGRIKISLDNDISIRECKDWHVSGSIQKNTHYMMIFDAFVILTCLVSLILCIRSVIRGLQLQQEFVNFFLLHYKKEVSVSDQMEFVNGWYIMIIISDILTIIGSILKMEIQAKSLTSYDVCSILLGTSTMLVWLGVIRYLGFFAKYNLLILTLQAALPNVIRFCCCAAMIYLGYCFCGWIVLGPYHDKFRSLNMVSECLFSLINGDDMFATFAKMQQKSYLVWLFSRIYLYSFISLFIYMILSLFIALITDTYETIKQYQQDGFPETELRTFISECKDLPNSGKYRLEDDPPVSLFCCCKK
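Test system: TRPML3-YFP stable HEK293 cells. Doses: single point at 3 µM. Incubation: dye loading 1 h 37 °C then 30 min ambient, 125 s read. Signal: Fluo-8 calcium dye fluorescence, ex 470-495, em 515-575 nm. Measure: percent activation from peak-to-basal fluorescence ratio, scaled between DMSO and carbachol.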
NPY1 pot ag = potentiators or agonists of human neuropeptide Y receptor Y1; AID 1304; activation, % at 3.6 µM; 0.37% of 220,000 active; P25929; NPY-Y1 expressing cells, potentiator/agonist activation; in the data active = activation above about 33%, passing the limit was not always enough;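 note: cells stimulated with NPY at EC10 then isoproterenol at EC100; 0% = low agonist plus stimulus and 100% = saturating agonist plus stimulus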
zfTRPN1 agonist = agonists of zebrafish TRPN1 channel; HEK293 zebrafish TRPN1-YFP, Fluo-8 calcium fluorescence; 100% = response to 87 µM carbachol; activation, % at 3 µM; 0.18% of 220,000 active; AID 1424;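 active = activation above its plate's cutoff, the mean activation of test wells on that plate plus 3 SD, cut at about 19% in these data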;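 note: 0% = DMSO alone and 100% = 87 µM carbachol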
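System: zebrafish TRPN1-YFP in HEK293 cells / Dosing: 3 µM single point / Timing: dye loading 1 h at 37 °C, then 30 min room temperature / Signal: Fluo-8 calcium fluorescence, excitation 470-495 nm, emission 515-575 nm / Read-out basis: percent activation from peak over basal fluorescence ratio, control-normalized / Control set: high carbachol 87 µM, low DMSO alone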
NPY-Y1 antag = NPY-Y1 (human) receptor antagonism. HEK293-CNG Y1 cells, membrane potential fluorescence; NPY at EC95, then isoproterenol. AID 1040. 1% of 200,000 active. inhibition, % at 3.6 µM;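 active = inhibition above the campaign mean inhibition of all tested compounds plus 3 SD, cut at about 20% in these data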;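 note: 0% = DMSO wells given NPY plus isoproterenol and 100% = isoproterenol alone without NPY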
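Test system – HEK293 Y1/CNG channel cell line · Also added – NPY agonist 25 nM, then isoproterenol 1 µM plus Ro 20-1724 25 µM · Compound dosing – one concentration, 3.6 µM, in 0.4% DMSO · Schedule – compound incubation 1 h at room temperature, readout 45 min post-stimulation · Technique – fluorescence, membrane potential probe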
CHOP inh = blocks CHOP induction under ER stress; CHO-K1 CHOP-promoter luciferase, tunicamycin-induced, 15-18 h; inhibition, % at 10 µM; 3.8% of 220,000 active; AID 2732;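 active = compounds that reduced the stress-induced luciferase reporter signal by more than about 70% of percent inhibition, limit read from the data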;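 note: 0% = tunicamycin plus vehicle and 100% = wells without tunicamycin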
EP2 antag = inhibitors of human EP2 prostaglandin E2 receptor; C6 glioma cells expressing human EP2, cAMP TR-FRET; cells stimulated with saturating PGE2; inhibition, % at 25 µM; 0.52% of 260,000 active;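 active = percent inhibition above 40 after rounding to a whole number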;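 note: rat C6 glioma host cells with rolipram phosphodiesterase inhibitor present; the protocol text gives 20 µM as final concentration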
Target sequence (P43116 whole entry, looked up): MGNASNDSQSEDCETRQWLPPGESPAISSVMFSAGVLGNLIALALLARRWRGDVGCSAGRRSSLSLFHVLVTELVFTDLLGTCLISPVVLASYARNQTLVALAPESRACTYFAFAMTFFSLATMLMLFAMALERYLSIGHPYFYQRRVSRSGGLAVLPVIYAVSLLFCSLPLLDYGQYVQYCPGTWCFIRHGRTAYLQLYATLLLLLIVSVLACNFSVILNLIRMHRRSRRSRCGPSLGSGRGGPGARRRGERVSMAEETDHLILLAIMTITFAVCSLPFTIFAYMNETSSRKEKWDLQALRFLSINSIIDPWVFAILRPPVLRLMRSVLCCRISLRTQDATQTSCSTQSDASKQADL
PPC-1+TRAIL kill = PPC-1 cancer cell killing with TRAIL present; AID 1443; 0.41% of 220,000 active; cell killing (% activity), % at 4 µM; PPC-1 cells + TRAIL, ATPLite viability luminescence;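 active = cell killing above 50% in the first pass at 4 µM, then a duplicate retest at 5 µM averaging 50% or more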;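 note: plate controls were cells with TRAIL plus DMSO for no effect and medium-only wells lacking cells for full effect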
14-3-3 Bad PPI = disrupts binding of bovine 14-3-3 zeta to phospho-Bad peptide; P63103; TR-FRET 14-3-3zeta/Dy647-pBad peptide displacement, 1 h; inhibition, % at 21.7 µM; 0.71% of 220,000 active; AID 781;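 active = inhibition above about 70%, limit read from the data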;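 note: 0% = full 14-3-3 plus peptide FRET controls and 100% = background without 14-3-3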
EP2 mod = EP2 receptor (human) modulation; EP2-expressing cells, cAMP HTRF FRET, PGE2 co-stimulation; induction, % at 25 µM; 0.83% of 260,000 active;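 active = compounds whose cAMP rise, as percent of the full-agonist control response, exceeds 60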;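 note: rat C6 glioma line stably carrying human EP2 under a CMV promoter; the protocol text gives 20 µM as final concentration; 100% = response of wells given 1 µM PGE2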
An asterisk follows results filed as active; . = not tested or not shown; & = joins results of further samples; [ ] = dose if it differs, or a comment.

SMILES	TRPML3 ag	NPY1 pot ag	zfTRPN1 agonist	NPY-Y1 antag	CHOP inh	EP2 antag	PPC-1+TRAIL kill	14-3-3 Bad PPI	EP2 mod
Cc1c(N/C(=N/S(=O)(=O)c2ccc(Cl)cc2)c2ccccc2)c(=O)n(-c2ccccc2)n1C	0.7	8	-0.2	8	-12	10	15	-9[fluorescence artefact?]	18
Cc1cc(C)c(OCCCCN(C)C)c(Br)c1	0.5	-43	0.0	9	2	3	13	0	-35
CCC(C)C(NC=C1C(=O)OC(C)(C)OC1=O)C(=O)O (centres undefined)	1.0	-22	-1.6	-1	7	5	-19	10	4
O=C(NC(Cc1ccccc1)c1nc2ccccc2[nH]1)c1ccc(Cl)c([N+](=O)[O-])c1 (centres undefined)	0.0	47*	2.0	-4	16	10	15	16	3
C[C@H](NC(=O)OCc1ccccc1)c1nnc([C@H](C)NC(=O)OCc2ccccc2)o1	.	.	.	.	27	10	7	0	-12
Cc1cccc(/C(N)=N/OC(=O)c2cccs2)c1	1.0	11	2.0	5	-23	5	24	8[fluorescence artefact?]	-2
CCNC(=O)c1cc2c(=O)n3cccc(C)c3nc2n(CCc2ccccc2)c1=N	0.9	6	0.2	0	-7	24	13	-14	7
CCSc1nnc(NC(=O)[C@H](C)NC(=O)c2ccccc2Cl)s1	0.8	5	-0.6	1	4	18	-1	-3	-5
Cc1ccc2c(c1)nc(-n1nc(C)cc1C)c1nnnn12	0.5	6	0.9	2	2	11	-5	-10	-21
Cc1ccc(CNC(=O)C(NS(=O)(=O)c2cccc3nsnc23)c2ccccc2)cc1 (centres undefined)	-1.3	-10	-0.8	0	6	7	9	-5	14
Cn1c(=O)c2c(nc(SCc3nn[nH]n3)n2Cc2ccccc2F)n(C)c1=O	0.9	7	-0.3	2	-3	11	26	-1	10
CCOc1ncccc1C(=O)OCCN1C(=O)c2ccccc2C1=O	0.7	-8	0.1	1	30	24	2	-10[fluorescence artefact?]	19
CC(C)(C)C1CCC(C(=O)OCC(=O)c2ccc[nH]2)CC1 (centres undefined)	0.2	-9	-1.4	-3	101*	6	13	-7[fluorescence artefact?]	26
S=c1[nH]nc(-c2ccco2)n1-c1ccccc1Cl	0.5	-14	1.3	-6	-2	10&6	8	-9	9&43
CN1CCN(Cc2nc3c(c(=O)n(C)c(=O)n3C)n2Cc2cccc3ccccc23)CC1	1.5	-23	2.2	2	12	13	1	-2	-9
COC(=O)c1ccc(OC)c(CSc2nnc(COc3ccccc3)o2)c1	-0.4	-34	-0.6	13	20	5	12	4	-19
O=C1CCCC/C1=C/NCc1ccccc1	3.0	-12	-0.6	2	-8	2	4	-23	9
CC(=O)N1CCCN(Cc2cn(-c3ccc(C)cc3)nc2-c2cccc(C)c2)CC1	-0.4	-6	-0.5	5	42	13	11	-11	10
COc1ccsc1C(=O)Nc1ccc(F)cc1F	1.2	-7	1.4	4	25	4	13	-18	28
Cc1ccc(NC(=O)Cn2nnc3ccccc3c2=O)cc1C	0.4	-23	1.8	-1	-1	2	2	-5	5

Exported with two lines to a compound: 3 of the compounds above
Values run as follows: TRPML3 ag | NPY1 pot ag | zfTRPN1 agonist | NPY-Y1 antag | CHOP inh | EP2 antag | PPC-1+TRAIL kill | 14-3-3 Bad PPI | EP2 mod
CN1CCN(Cc2nc3c(c(=O)n(C)c(=O)n3C)n2Cc2cccc3ccccc23)CC1
    1.5 | -23 | 2.2 | 2 | 12 | 13 | 1 | -2 | -9
COC(=O)c1ccc(OC)c(CSc2nnc(COc3ccccc3)o2)c1
    -0.4 | -34 | -0.6 | 13 | 20 | 5 | 12 | 4 | -19
O=C1CCCC/C1=C/NCc1ccccc1
    3.0 | -12 | -0.6 | 2 | -8 | 2 | 4 | -23 | 9

Continuation.
SMILES	TRPML3 ag	NPY1 pot ag	zfTRPN1 agonist	NPY-Y1 antag	CHOP inh	EP2 antag	PPC-1+TRAIL kill	14-3-3 Bad PPI	EP2 mod
COc1ccc(S(=O)(=O)Nc2ccc3oc(C)c(C(=O)O)c3c2)cc1	0.1	-23	0.8	3	12	7	-12	3	-9
CNCCCOc1ccc(Cl)cc1C(C)(C)C	1.7	4	3.0	-3	-29	11	4	12	19
COc1cc(C(=O)O)ccc1OCC(=O)N1CCOCC1	-0.3	1	-0.3	6	64	7	-2	4	26
COc1ccc(OC)c(-n2c(-c3cnccn3)n[nH]c2=S)c1	0.9	3	0.1	4	-7	4	-9	-5	0
O=C(Nc1ccc(S(=O)(=O)N2CCOCC2)cc1)c1ccc2c(c1)S(=O)(=O)c1ccccc1C2=O	1.3	-6	0.9	1	-10	5	26	-9	-52
CC(NC(=O)C1CCCN(S(=O)(=O)c2cccc3nonc23)C1)c1ccccc1 (centres undefined)	-0.1	-6	-1.4	0	12	8	3	-2	1
C/C(=N/NC(=O)CC1N=C(Cc2ccccc2)NNC1=O)c1cccnc1 (centres undefined)	0.8	12	0.2	-1	-16	11	8	-1	3
C=CCSc1nnc(NC(=O)c2ccc(NC(C)=O)cc2)s1	1.0	7	2.2	.	7	8	-11	-4	-1
O=C(Nc1ccccc1C(=O)NCc1cccnc1)c1cccc([N+](=O)[O-])c1	0.8	3	-1.3	3	2	9	2	-4	19
CCC1CCC/C1=N\NC(=O)CCC(=O)Nc1ccccc1Cl (centres undefined)	1.0	-7	-0.8	3	34	7	3	2[fluorescence artefact?]	11
CCc1cc(S(N)(=O)=O)cc(CC)c1NC(C)=O	0.7	8	0.8	.	14	17	17	-3	2
COc1cccc(CN2CCC(CO)(CC3CCCCO3)CC2)c1 (centres undefined)	1.2	13	0.1	4	-5	4	0	-11	-17
Cc1ccc(C(=O)Nc2ccc(Oc3ccc(C(=O)O)c(C(=O)O)c3)cc2)cc1C	0.3	-21	0.7	5	24	7	27	23	35
Cc1ccc(NC(=S)N(Cc2ccco2)C(C)c2cccs2)c(Cl)c1 (centres undefined)	1.4	-12	-0.1	10	5	4	20	0	36
CCOC(=O)N1CCC(NC(=O)c2ccccc2C(=O)O)CC1	0.8	15	0.8	.	3	6	-33	4	-3
NC(=O)C1CCCN(CCc2ccccc2)C1 (centres undefined)	0.5	14	1.0	14	-24	9	9	8	-34
CC1=NN(c2ccc(Cl)cc2)C(=O)C1C(c1ccccc1O)c1c(C)[nH]n(-c2ccc(Cl)cc2)c1=O (centres undefined)	0.7	11	2.1	-9	31	16	14	-20	-34
NS(=O)(=O)c1cc(C(=O)N2CCc3ccccc32)c(Cl)cc1Cl	0.6	-7	0.6	-1	-1	8	14	-9	3
CC(C)(C)c1ccc(OCc2ccc(C(=O)NCc3cccnc3)o2)cc1	1.9	14	3.4	3	35	13	7	-12	-26
COCCCNCCCCOc1c(Cl)cc(C)cc1Br	-0.1	-39	0.9	31*	6	5	5	79*	-17
Cc1ccc(-n2c(=O)c3sccc3n(CC(=O)NCc3ccco3)c2=O)cc1	-1.2	9	0.1	-3	22	7	-16	3[fluorescence artefact?]	4
CCOC(=O)C1=C(C)OC(N)=C(C#N)C1c1ccc(OC)c(CSc2ccccn2)c1 (centres undefined)	0.1	-25	0.1	1	3	4	-4	2	25
CC(=O)Nc1cccc(/C(C)=N/NC(=O)c2cccs2)c1	0.7	-3	0.7	-3	9	7	32	-2	0
CC(C)n1c(C(=O)OCC(=O)NCc2ccc3c(c2)OCO3)cc2sccc21	-0.4	-28	-1.0	6	59	14	9	4	-8
O=C1CCCCCN1C(=O)c1ccc(C(=O)N2CCCCCC2=O)cc1	0.4	-8	-0.1	0	66	16	-4	4	15
CS/C(=N\S(=O)(=O)c1cccs1)Nc1ccc(F)cc1	0.3	-9	4.2	0	4	3	-10	-3	3
Cc1ccccc1CN1C(=O)c2ccccc2Sc2ccc(C(=O)O)cc21	-0.6	6	0.3	8	-7	5	-7	-10	5
O=C(N/N=C/c1ccc(N2CCOCC2)o1)c1ccccc1[N+](=O)[O-]	1.1	-5	1.2	-2	-29	4	6	-9	17
CCn1nnnc1-c1ccc(OC)c(S(=O)(=O)Nc2ccc(S(N)(=O)=O)cc2)c1	0.5	7	2.5	1	-9	4	5	-5	4
COc1ccccc1OCc1nc(C#N)c(N2CCC(C(N)=O)CC2)o1	1.6	-4	2.1	-9	-12	13	18	-6[fluorescence artefact?]	22
O=C(Nc1ccc(N2CCOCC2)cc1)c1ccccc1SCC(=O)N1CCCC1	0.1	5	-0.7	0	-3	9	38	-19	-8
Cc1ccc(S(=O)(=O)c2nnn(-c3cccc(F)c3)c2N)cc1	1.5	-2	1.8	-3	-9	1	11	1	-38
COC(=O)c1ccc(Oc2cc(C)nc(NCc3ccccc3)n2)cc1	-0.2	21	0.2	-1	12	11	4	4[fluorescence artefact?]	70*
Cc1cccc(C)c1NC(=S)N/N=C1\CC2CC=CC12 (centres undefined)	0.2	-10	0.0	2	-35	8	4	1	-3
O=C(N/N=C/c1ccncc1)c1ccc(-n2cccc2)cc1	0.3	-15	0.7	0	21	10	14	-13	-11
O=C(O)C1CC=CCC1C(=O)NCc1cn2ccccc2n1 (centres undefined)	0.3	-7	0.8	3	0	8	23	11	24
COCCCNC(=O)CC1Oc2ccccc2NC1=O (centres undefined)	0.5	2	1.9	1	31	27	22	-9[fluorescence artefact?]	21

Grouped by structure: the entries above with a COOH group.
SMILES	TRPML3 ag	NPY1 pot ag	zfTRPN1 agonist	NPY-Y1 antag	CHOP inh	EP2 antag	PPC-1+TRAIL kill	14-3-3 Bad PPI	EP2 mod
CCC(C)C(NC=C1C(=O)OC(C)(C)OC1=O)C(=O)O (centres undefined)	1.0	-22	-1.6	-1	7	5	-19	10	4
COc1ccc(S(=O)(=O)Nc2ccc3oc(C)c(C(=O)O)c3c2)cc1	0.1	-23	0.8	3	12	7	-12	3	-9
COc1cc(C(=O)O)ccc1OCC(=O)N1CCOCC1	-0.3	1	-0.3	6	64	7	-2	4	26
Cc1ccc(C(=O)Nc2ccc(Oc3ccc(C(=O)O)c(C(=O)O)c3)cc2)cc1C	0.3	-21	0.7	5	24	7	27	23	35
CCOC(=O)N1CCC(NC(=O)c2ccccc2C(=O)O)CC1	0.8	15	0.8	.	3	6	-33	4	-3
Cc1ccccc1CN1C(=O)c2ccccc2Sc2ccc(C(=O)O)cc21	-0.6	6	0.3	8	-7	5	-7	-10	5
O=C(O)C1CC=CCC1C(=O)NCc1cn2ccccc2n1 (centres undefined)	0.3	-7	0.8	3	0	8	23	11	24

Not all compounds are listed, so the mix of outcomes need not match the whole.
